# Source: PubChem BioAssay
# hcGAS inh – blocks human cGAS activity | recombinant h-cGAS, ATP depletion, Kinase-Glo luminescence | inhibition, % at 12.5 µM | 290,000 compounds, 0.081% hits | AID 1259398;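 further: 0% = vehicle reaction and 100% = reaction without DNA for no activity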
# Target sequence (Q8N884 whole entry, looked up): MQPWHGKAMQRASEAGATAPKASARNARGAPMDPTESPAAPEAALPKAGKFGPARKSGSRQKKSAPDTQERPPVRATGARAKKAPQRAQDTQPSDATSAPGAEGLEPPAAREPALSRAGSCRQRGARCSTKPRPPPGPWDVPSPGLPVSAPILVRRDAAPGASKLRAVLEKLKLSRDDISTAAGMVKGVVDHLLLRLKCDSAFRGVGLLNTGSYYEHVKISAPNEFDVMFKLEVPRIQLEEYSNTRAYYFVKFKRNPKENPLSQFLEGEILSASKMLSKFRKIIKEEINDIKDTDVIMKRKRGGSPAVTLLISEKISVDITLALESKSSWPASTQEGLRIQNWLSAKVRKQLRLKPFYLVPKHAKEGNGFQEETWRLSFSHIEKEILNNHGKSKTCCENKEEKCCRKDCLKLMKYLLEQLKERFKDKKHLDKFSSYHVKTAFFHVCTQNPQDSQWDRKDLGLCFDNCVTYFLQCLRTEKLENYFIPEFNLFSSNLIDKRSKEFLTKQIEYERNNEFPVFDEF
# mcGAS lum – inhibitors of mouse cGAS; recombinant cGAS, Kinase-Glo ATP depletion luminescence; Q8C6L5; AID 1259399; inhibition, % at 12.5 µM; 160,000 compounds, 0.15% hits;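 further: 0% = negative control wells and 100% = reference inhibitor with no enzyme activity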
# NPYLR7 ag – mosquito NPYLR7 agonism | HEK293T NPYLR7/Galpha15, GCaMP6s calcium fluorescence | activation, % at 10 µM | 270,000 compounds, 0.15% hits; in the data active means activation above about 40%;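 further: 0% = vehicle and 100% = reference agonist at the receptor; some compounds past the cut are filed as inactive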
# * hit, by the source's call; / = not tested or not shown; & = joins results of further samples. Unless noted, no stated cut-off is given here; in the data, active means inhibition above about 40%; inactive means the rest.
1. CCC(c1cccnc1)N(C)Cc1cccc(OC)c1O (stereo unspecified)
2. CN(C)S(=O)(=O)c1ccc(Cn2cc(C(=O)NCc3ccc4c(c3)OCO4)sc2=O)cc1
3. Cc1cc(C(=O)Nc2cc(-c3onc4c3CCCC4)ccc2Cl)nn1C(C)(C)C
4. COc1nn(Cc2ccccc2)cc1[N+](=O)[O-]
5. CCc1cc2c(=O)c(-c3nc4ccccc4n3C)coc2cc1O
6. Cc1noc(C)c1CC(=O)N1CC(c2nnc(C(C)C)o2)C2(CCOCC2)C1 (stereo unspecified)
screen / no.	1	2	3	4	5	6
hcGAS inh	-4.5	-7.8	-7.0	-3.2	-7.3	-12.3
mcGAS lum	-14.6	/	-6.5	-7.8	-6.1	-5.4
NPYLR7 ag	2.6	10.3	4.6	1.7	0.8	/

7. COc1cc(OC)c(OC)cc1/C=C1/SC(=S)NC1=O
8. Cc1ccc(Cl)cc1-n1c(C2CCC2)n[nH]c1=O
9. Cc1cccc(N(Cc2ccccc2)S(=O)(=O)c2c(C)noc2C)c1
10. O=C(NCCn1nc(-c2ccco2)ccc1=O)c1ccccc1
11. O=C(Cn1cnnn1)Nc1nc(-c2ccco2)c(-c2ccco2)s1
12. CC(Oc1ccc(F)cc1)C(=O)N1CCC(C(=O)O)CC1 (stereo unspecified)
screen / no.	7	8	9	10	11	12
hcGAS inh	-7.8	-2.0	-5.9	12.5	3.0	-19.7
mcGAS lum	-4.2	-10.6	-3.0	-4.9	/	/
NPYLR7 ag	-3.4	-2.0	14.4	8.4	3.0	11.4

13. Cc1ccc2cccc(OC(=O)c3ccc([N+](=O)[O-])c(C)c3)c2n1
14. CN(Cc1cccnc1)Cc1cn(Cc2ccccc2)nc1-c1ccc2c(c1)OCO2
15. COCCNCC(=O)NCC(=O)Nc1ccc(OC)cc1
16. Cc1ccc(NC(=O)C2CC(=O)NC3=C2C(=O)CC(c2ccco2)C3)cc1 (stereo unspecified)
17. CCc1nc2ccc(C(=O)N3CCN(C(C)=O)CC3)cn2c1N(CC)C(=O)CCC1CCCC1
18. CCc1cc(=O)n2nc(N(Cc3cccc(C)c3)Cc3ccco3)sc2n1
screen / no.	13	14	15	16	17	18
hcGAS inh	-3.9	3.3	-4.9	-3.6	-4.4	2.0
mcGAS lum	/	0.2	/	/	-2.6	/
NPYLR7 ag	5.6	-7.1	29.7	-1.8	18.0	-5.3

19. CN(Cc1ccccc1)C(=O)[C@@H]1Cc2nc[nH]c2CN1Cc1cc2ccccc2o1
20. CC(=O)CSc1nc(-c2cccs2)cc(C(F)(F)F)c1C#N
21. CC(=O)NCCNC(=O)C1(C)CCN1Cc1ccc(-c2ccccn2)cc1 (stereo unspecified)
22. C=CCCC(CN(C)Cc1cccnc1)Oc1ccnc2ccccc12 (stereo unspecified)
23. Cc1ccc(-c2cc3c(=O)n(CC(=O)NCCc4ccccc4)ncn3n2)cc1C
24. CCc1cccc2sc(Cl)nc12
screen / no.	19	20	21	22	23	24
hcGAS inh	-5.5	-5.0	-12.7	-11.5	-1.9	2.1
mcGAS lum	-6.1	/	/	/	-0.5	-1.6
NPYLR7 ag	-7.5	-3.5	6.2	1.2	-7.5	-17.5

25. Cc1cccc(C(=O)N2C(C(=O)NCC3CCCO3)COC23CCN(C(=O)c2ccccc2F)CC3)c1 (stereo unspecified)
26. Cc1ccc(-n2c(=O)[nH]c3c(C(=O)Nc4cc(C)ccc4C)cn(C)c3c2=O)cc1
27. O=C(c1ccc(CSc2ncccn2)o1)N1C[C@H]2CC=CC[C@H]2C1
28. CCN(CC)c1ccc2cc(-c3nnc(Nc4cccc5ccccc45)s3)c(=O)oc2c1
29. O=C(CN1CCOc2ccccc2C1)NCCn1nnc2ccccc21
30. Cc1cccnc1NS(=O)(=O)Cc1cccc(F)c1
screen / no.	25	26	27	28	29	30
hcGAS inh	0.1	0.3	0.4	-6.3	-6.0	-6.5&-5.7
mcGAS lum	-3.6	/	-2.7	/	/	-14.3
NPYLR7 ag	2.9	5.5	-3.2	8.0	15.6	0.3&-8.5

# Reprinted at random: 7 entries already listed
20. CC(=O)CSc1nc(-c2cccs2)cc(C(F)(F)F)c1C#N
24. CCc1cccc2sc(Cl)nc12
25. Cc1cccc(C(=O)N2C(C(=O)NCC3CCCO3)COC23CCN(C(=O)c2ccccc2F)CC3)c1 (stereo unspecified)
7. COc1cc(OC)c(OC)cc1/C=C1/SC(=S)NC1=O
11. O=C(Cn1cnnn1)Nc1nc(-c2ccco2)c(-c2ccco2)s1
21. CC(=O)NCCNC(=O)C1(C)CCN1Cc1ccc(-c2ccccn2)cc1 (stereo unspecified)
13. Cc1ccc2cccc(OC(=O)c3ccc([N+](=O)[O-])c(C)c3)c2n1
screen / no.	20	24	25	7	11	21	13
hcGAS inh	-5.0	2.1	0.1	-7.8	3.0	-12.7	-3.9
mcGAS lum	/	-1.6	-3.6	-4.2	/	/	/
NPYLR7 ag	-3.5	-17.5	2.9	-3.4	3.0	6.2	5.6

# Next section:
31. CC(C)=CCN1CCN(Cc2cn(C)nc2C)CC1CCO (stereo unspecified)
32. CCc1noc(COC2CCCN(S(C)(=O)=O)C2)n1 (stereo unspecified)
33. O=C1/C(=C/c2ccco2)SC(=S)N1CCc1ccccc1
34. O=C1CCCN1C1CCCN(CCS(=O)(=O)c2ccccc2)C1 (stereo unspecified)
35. O=C(CCCc1ccccc1)Nc1ccnn1C1CCN(C(=O)c2cncs2)CC1
36. N#Cc1ccc(CN2CCN(Cc3cc4c(cc3Br)OCCO4)CC2)cc1
screen / no.	31	32	33	34	35	36
hcGAS inh	-5.2	-7.2	-9.0	-5.4	-6.3	-4.6
mcGAS lum	-10.3	-5.5	/	/	-9.4	/
NPYLR7 ag	-2.6	/	-0.4	4.5	20.0	6.2

37. Nc1cc(-c2ccc(Cl)cc2)nn1-c1ccc(C(=O)NCc2ccncc2)cc1
38. CC(C)Cc1nc(N)sc1C(=O)OCc1ccc(C(N)=O)cc1
39. COc1ccc(C2c3c(oc4ccccc4c3=O)C(=O)N2Cc2ccc(C)cc2)cc1 (stereo unspecified)
40. Cc1cc(C)c(OCC(O)Cn2cc(CO)c3ccccc32)c(C)c1 (stereo unspecified)
41. CCOc1ccc(-c2ccnc(N3CCN(C(=O)CCCC(=O)OC)CC3)n2)cc1
42. O=C(CCn1cnc2ccccc2c1=O)NCC1CC2CCC1C2 (stereo unspecified)
screen / no.	37	38	39	40	41	42
hcGAS inh	3.1	-16.8	1.7	-7.2	-6.2	-8.0
mcGAS lum	-0.1	-14.2	-1.9	-9.8	-6.9	/
NPYLR7 ag	1.5	1.4	-0.2	1.2	-6.1	-13.9

43. CCOC(=O)Cc1nnc(NC(=O)Nc2ccc(Cl)cc2)s1
44. CSc1ccccc1NC(=O)c1ccc(S(=O)(=O)C(F)F)cc1
45. CN(Cc1nc(-c2cccnc2)no1)Cc1cccs1
46. COc1ccc(Br)cc1-c1nnc2n(Cc3ccccc3)c3c(=O)n(C)c(=O)n(C)c3n12
47. CCCCC(CC)C(=O)Nc1c(-c2ccc(OC)c(OC)c2)nc2ccc(C)cn12 (stereo unspecified)
48. CC(=O)NC(NC(=S)Nc1ccc(C)cc1)C(Cl)(Cl)Cl (stereo unspecified)
screen / no.	43	44	45	46	47	48
hcGAS inh	1.0	-14.6	-1.9	-2.2	-2.1	-2.1
mcGAS lum	-0.6	-9.4	1.9	/	-4.9	-7.5
NPYLR7 ag	-8.8	19.2	0.4	6.2	-3.0	-7.5

# Given as tab-separated lines: 2 of the compounds above.
nr	SMILES	hcGAS inh	mcGAS lum	NPYLR7 ag
41	CCOc1ccc(-c2ccnc(N3CCN(C(=O)CCCC(=O)OC)CC3)n2)cc1	-6.2	-6.9	-6.1
48	CC(=O)NC(NC(=S)Nc1ccc(C)cc1)C(Cl)(Cl)Cl (stereo unspecified)	-2.1	-7.5	-7.5

# The list continues.
49. CSc1ccc2c(c1)CCN(C(=O)Nc1nc(C)n(C)n1)C2
50. CS(=O)(=O)N[C@@H]1[C@@H](NC2CSCCSC2)[C@H]2CCO[C@H]21
51. Cc1ccccc1C(=O)NC(Cc1ccccc1)C(=O)Nc1nnc(-c2ccc(Br)cc2)s1 (stereo unspecified)
52. CC(Sc1nc(C2CC2)nc2ccccc12)C(=O)N(C(C)C)C(C)C (stereo unspecified)
53. Cc1ccc(C(=O)Nc2cccc(-c3ccc(N4CCCC4)nn3)c2)cc1
54. Cc1ccc2nc(-c3ccccc3C)c(NC(=O)COc3ccccc3)n2c1
screen / no.	49	50	51	52	53	54
hcGAS inh	-10.3	-7.1	-0.2	-2.0	8.0	-11.9
mcGAS lum	-11.5	-3.3	-3.0	-5.6	7.2	-9.8
NPYLR7 ag	/	/	21.1	-3.6	-4.6	-4.4

55. CC(C)CN1CC(C(=O)C(C#N)c2nc3ccccc3[nH]2)CC1=O (stereo unspecified)
56. O=C(NCCCN1CCOCC1)C(C1CCCC1)N1CCN(C(=O)c2ccc(Cl)cc2Cl)CC1 (stereo unspecified)
57. Cc1ccc(C)c2sc(N(CCN3CCOCC3)C(=O)C3COc4ccccc4O3)nc12 (stereo unspecified)
58. CC(=O)N1CCN(C(=O)Cc2csc3nc(-c4ccccc4)cn23)CC1
59. COc1ccc2nc(N(CCN(C)C)C(=O)c3cc(C)on3)sc2c1
60. N#Cc1ccc(CS(=O)c2ccc(C(F)(F)F)cn2)cc1 (stereo unspecified)
screen / no.	55	56	57	58	59	60
hcGAS inh	-3.5	-3.4	-5.8	1.9	-10.0	-4.4
mcGAS lum	/	-4.2	/	-5.2	-6.9	/
NPYLR7 ag	2.9	-7.9	11.2	0.5	1.4	-1.3

61. COCCNC(=O)c1cc(-c2ccc(Cl)cc2)on1
62. COC(=O)c1c(C)nc(C)c(C(=O)OC)c1-c1ccccc1[N+](=O)[O-]
63. O=C(O)[C@@H]1C[C@H](n2cc(-c3ccc(F)cc3)nn2)CN1
64. COc1ccc2cc(-c3[nH]ncc3CNC(c3nc4ccc(C)cc4[nH]3)C(C)C)ccc2c1 (stereo unspecified)
65. O=S(=O)(c1cc(NCc2ccccc2C(F)(F)F)ccc1F)N1CCOCC1
66. COCC(=O)N(CC1CN(Cc2cccs2)CC1c1ccccc1)C(C)C (stereo unspecified)
screen / no.	61	62	63	64	65	66
hcGAS inh	3.4	0.2	-5.6	5.6&1.2	-2.3	-4.4
mcGAS lum	/	/	/	-4.0	/	-3.5
NPYLR7 ag	-3.4	4.6	2.4	-8.1&-1.5	1.8	/

67. COc1cc(CC(=O)N2C(C)CC3CCCCC32)cc(OC)c1OC (stereo unspecified)
68. COCC(NC(=O)CCn1c(C)cc2ccccc21)c1ccnn1C (stereo unspecified)
69. O=C(CCN=C1NS(=O)(=O)c2ccccc21)N1CCCCCC1
70. CN(Cc1ccccc1)C(=O)N1CCN(S(=O)(=O)c2ccccc2C(F)(F)F)CC1
71. Cc1cc(N2CCCN(Cc3ccc(-n4cccn4)cc3)CC2)ccn1
72. O=C(CSc1ccc(NC(=O)C2CC2)nn1)Nc1ccc(F)c(Cl)c1
screen / no.	67	68	69	70	71	72
hcGAS inh	-2.7	-4.3	6.5	-9.4	-1.5	0.4
mcGAS lum	/	-12.2	/	-16.4	-9.8	/
NPYLR7 ag	-0.5	19.8	-2.3	16.9	1.8	3.3

73. O=C(Cc1ccc(-c2ccccc2)cc1)Nc1ccc2c(c1)C(=O)NC2
74. O=C(C1CCN(Cc2nc(CCc3ccccc3)no2)CC1)N1CCCCC1
75. CCCNC(=O)c1nnc2n1CCN(C(=O)Cc1ccccc1)C2
76. O=C(CN1CCN(c2cc(-c3cccc(-c4ccccc4)c3)ncn2)CC1)N1CCCC1
77. COc1ccc(S(=O)(=O)Nc2ccc3[nH]c(C)cc3c2)cc1Br
78. CCS(=O)(=O)Oc1cccc(CN(CC2CCCO2)C(=O)NC(C)(C)C)c1 (stereo unspecified)
screen / no.	73	74	75	76	77	78
hcGAS inh	3.1	-4.0	5.1	-7.1	1.7	-8.4
mcGAS lum	/	-0.8	/	/	/	-5.6
NPYLR7 ag	9.1	-0.4	-2.3	6.2	-3.3	30.6

79. O=C(c1ccc(F)c(F)c1)N1CCN(Cc2ccc(-c3noc(-c4cccc(C(F)(F)F)c4)n3)cc2)CC1
80. COc1ccc(-c2nc3c(s2)CN(C(C(=O)O)c2c[nH]c4ccc(CO)cc24)CC3)cc1OC (stereo unspecified)
81. Cc1cccc(Cn2c(CCc3ccccc3O)n[nH]c2=O)c1
82. COC(=O)C1=C(C)N(C)C(C)=C(C(=O)OC)C1c1cc(OC)c(OC)c(OC)c1
83. COc1ccc(C(=O)N(c2ccccc2)c2ccc3ccccc3c2)cc1[N+](=O)[O-]
84. CCC(CNC(=O)N1CCN(S(=O)(=O)c2ccc(Br)cc2)CC1)c1ccccc1 (stereo unspecified)
85. Cc1ccc(CSCc2ccc(C)cc2)cc1
86. CCCc1ccc(Oc2cc(Cl)nc(N)n2)cc1
87. O=C(Cn1nc2c(c1NC(=O)CSCc1ccccc1)CSC2)NCC1CCCO1 (stereo unspecified)
screen / no.	79	80	81	82	83	84	85	86	87
hcGAS inh	-3.9	0.0	-2.5	-1.0	-7.1	0.0	-7.1	-3.2	3.6
mcGAS lum	-2.9	/	/	-6.2	-6.2	-0.6	/	-7.6	-2.5
NPYLR7 ag	18.2	-1.3	-0.5	-4.5	-6.2	4.0	10.6	0.8	-2.5
